# Assay outcomes deposited in PubChem by The Scripps Research Institute Molecular Screening Center.
# hgDAF12 agonist: H. glycines DAF-12 receptor agonists, primary screen, cell-based, luminescence, HEK293, GAL4 fusion, UAS-luciferase; Nuclear hormone receptor DAF-12 (Heterodera glycines), GAL4 fusion; HEK293 GAL4-hgDAF12 UAS-luciferase reporter, agonist luminescence; normalized to butyrate control; activation, % at 6.8 µM; 370,000 tested, 1.8% active; AID 687014, 2013;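 active means activation above a cutoff set at the mean of all screened compounds plus 3 SD, cut at about 10% in these data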;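 further: 0% = DMSO wells and 100% = sodium butyrate wells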
# sPLA2-III inh: human group III sPLA2 inhibitors, primary screen, biochemical, QFRET, BODIPY PC-A2 liposome substrate; 370,000 tested, 0.56% active; QFRET BODIPY PC-A2 liposome hydrolysis, fluorescence; inhibition, % at 12.2 µM;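 active means inhibition above mean plus 3 SD of compounds lying within the high and low control bounds, cut at about 19% in these data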;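 further: 0% = median of test compound wells and 100% = no enzyme DMSO wells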
# DAX1 inh-1: DAX1 (NR0B1) inhibitors, primary screen, cell-based, HEK293, Gal4-DAX1, luciferase luminescence. 340,000 tested, 0.99% active. inhibition, % at 6.75 µM. Nuclear receptor subfamily 0 group B member 1 (Homo sapiens), P51843. AID 504766, 2011. HEK293 Gal4-DAX1 luciferase reporter;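 active means inhibition above the mean over all tested compounds plus 3 SD, cut at about 4.2% in these data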;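 further: 0% = DAX1-transfected cells with DMSO and 100% = empty-vector control cells with DMSO; inhibition shows as a rise in luminescence from relieved DAX1 repression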
# ssDAF12 agonist: S. stercoralis DAF-12 nuclear receptor activators, primary screen, cell-based, luminescence, HEK293, GRIP1 co-expression, lit1-tk-luc; Nuclear hormone receptor DAF-12 (Strongyloides stercoralis); HEK293 ssDAF-12/GRIP1 lit1-tk-luc reporter; % of 3 µM dafachronic acid response; activation, % at 6.8 µM; 370,000 tested, 1% active; AID 652126, 2013;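 active means activation above the mean over all tested compounds plus 3 SD, cut at about 0.9% in these data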;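 further: 0% = DMSO-only wells and 100% = 3 µM delta7-dafachronic acid wells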
# ADAM10 inh: human ADAM10 inhibitors, primary screen, biochemical, QFRET, HTS | Disintegrin and metalloproteinase domain-containing protein 10 (Homo sapiens), O14672 | recombinant ADAM10, EDANS/DABCYL FRET peptide cleavage, 3 h | inhibition, % at 7 µM | 370,000 tested, 0.62% active | AID 720582, 2013;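 active means inhibition above a per-campaign cutoff equal to the mean of compounds falling between control-based bounds plus 3 SD, cut at about 20% in these data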;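 further: 0% = DMSO wells while the 100% control is not disclosed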
# ADAM17 inh: ADAM17 inhibitors, primary screen, biochemical, QFRET; Disintegrin and metalloproteinase domain-containing protein 17 (Homo sapiens), P78536; recombinant ADAM17, EDANS/DABCYL FRET peptide cleavage; inhibition, % at 6.95 µM; 370,000 tested, 0.83% active;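 active means inhibition above the mean of compounds lying between control limits plus 3 SD, set per campaign, cut at about 8.5% in these data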;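 further: 0% = DMSO-only wells as the low control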
# DAX1 inh-2: DAX1 (NR0B1) inhibitors on StAR promoter, primary screen, cell-based, luminescence, SF-1 (NR5A1), full-length DAX-1 | HEK293T StAR-luciferase reporter, SF-1/DAX-1 repression relief | inhibition, % at 6.8 µM | 370,000 tested, 1.1% active | AID 652010, 2013;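 active means inhibition above the mean over all tested compounds plus 3 SD, cut at about 3.6% in these data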;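 further: 0% = DAX-1 cells with DMSO and 100% = cells lacking DAX-1 with DMSO; higher inhibition means more luminescence from relief of DAX-1 repression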
# hcDAF-12 act: H. contortus DAF-12 nuclear receptor activators, primary screen, cell-based, luminescence, HEK293, lit1-tk-luc reporter; activation, % at 6.8 µM; HEK293 hcDAF-12 lit1-tk-luc reporter; 0% DMSO, 100% Δ7-dafachronic acid; 370,000 tested, 1.4% active;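 active means activation above the mean of all tested compounds plus 3 SD, cut at about 5.5% in these data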;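 further: 100% = response to 3 µM Δ7-dafachronic acid high control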
# PLC-beta3 inh: human PLC-beta3 inhibitors, primary screen, biochemical, fluorescence. 1-phosphatidylinositol 4,5-bisphosphate phosphodiesterase beta-3 (Homo sapiens), Q01970. Purified PLC-beta3, fluorogenic substrate. inhibition, % at 12.2 µM. 370,000 tested, 0.18% active. AID 720704, 2013; in the data active means inhibition above about 11%;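 further: 0% = median of compound wells on plate and 100% = full blocker control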
# PLC-gamma1 inh: PLC-gamma1 enzyme inhibitors, primary screen, biochemical, fluorescence, purified enzyme. 370,000 tested, 0.84% active. inhibition, % at 12.2 µM. 1-phosphatidylinositol 4,5-bisphosphate phosphodiesterase gamma-1 (Homo sapiens), P19174. AID 720700, 2013. fluorogenic substrate; in the data active means inhibition above about 9.5%
# Target sequence (P19174 whole entry, looked up): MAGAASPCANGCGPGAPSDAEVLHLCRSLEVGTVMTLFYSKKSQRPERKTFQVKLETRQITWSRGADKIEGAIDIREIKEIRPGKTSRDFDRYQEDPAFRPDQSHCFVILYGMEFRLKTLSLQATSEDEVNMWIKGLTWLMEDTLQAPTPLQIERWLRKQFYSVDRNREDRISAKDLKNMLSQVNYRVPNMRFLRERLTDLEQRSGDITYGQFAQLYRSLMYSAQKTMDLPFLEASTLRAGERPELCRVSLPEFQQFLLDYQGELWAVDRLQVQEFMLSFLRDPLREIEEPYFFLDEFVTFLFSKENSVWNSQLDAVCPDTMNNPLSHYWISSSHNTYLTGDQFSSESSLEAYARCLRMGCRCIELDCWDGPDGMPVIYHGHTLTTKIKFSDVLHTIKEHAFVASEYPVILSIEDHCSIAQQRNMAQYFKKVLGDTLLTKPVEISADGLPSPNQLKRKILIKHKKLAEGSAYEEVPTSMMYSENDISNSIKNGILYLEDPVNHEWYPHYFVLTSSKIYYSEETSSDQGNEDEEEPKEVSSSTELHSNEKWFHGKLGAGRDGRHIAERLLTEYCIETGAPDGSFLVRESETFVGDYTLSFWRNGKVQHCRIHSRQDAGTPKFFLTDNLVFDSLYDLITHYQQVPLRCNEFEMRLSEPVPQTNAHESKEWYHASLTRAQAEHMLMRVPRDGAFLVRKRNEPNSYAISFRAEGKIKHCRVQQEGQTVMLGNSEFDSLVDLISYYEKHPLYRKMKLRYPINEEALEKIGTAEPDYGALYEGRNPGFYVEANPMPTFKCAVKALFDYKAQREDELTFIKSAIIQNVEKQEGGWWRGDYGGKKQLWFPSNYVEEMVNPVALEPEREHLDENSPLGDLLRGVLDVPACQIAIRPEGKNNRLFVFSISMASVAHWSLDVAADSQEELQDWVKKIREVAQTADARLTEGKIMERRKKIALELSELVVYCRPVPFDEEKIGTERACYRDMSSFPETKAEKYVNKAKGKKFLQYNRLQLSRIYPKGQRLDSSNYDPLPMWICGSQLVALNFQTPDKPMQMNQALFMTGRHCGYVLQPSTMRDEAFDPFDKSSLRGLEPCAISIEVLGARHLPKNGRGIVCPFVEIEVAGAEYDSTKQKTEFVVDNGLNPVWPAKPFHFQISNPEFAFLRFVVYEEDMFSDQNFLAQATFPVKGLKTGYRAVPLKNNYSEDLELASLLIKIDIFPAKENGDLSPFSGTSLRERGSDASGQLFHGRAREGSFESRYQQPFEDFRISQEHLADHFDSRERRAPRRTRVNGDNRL
# FXN GAA850 act: FXN promoter activators, primary screen, cell-based, luciferase luminescence, HEK293 lucGAA850. HEK293 lucGAA850 FXN promoter luciferase reporter, 24 h; percent of 10 µM SAHA response. activation, % at 6 µM. 360,000 tested, 0.56% active. AID 540364, 2011;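 active means activation above the average of all compounds screened plus 3 SD, cutoff fixed separately per campaign, cut at about 7.5% in these data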;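 further: 0% = DMSO wells and 100% = 10 µM SAHA wells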
# Numbers without * were called inactive; i = inactive; . = no result given. The order is random. Share with any hit: about 6.9%.
SMILES	hgDAF12 agonist	sPLA2-III inh	DAX1 inh-1	ssDAF12 agonist	ADAM10 inh	ADAM17 inh	DAX1 inh-2	hcDAF-12 act	PLC-beta3 inh	PLC-gamma1 inh	FXN GAA850 act
O=C(Nc1ccc(-c2nc3ccccc3[nH]2)cc1)c1cccc(N2C(=O)CCC2=O)c1	-0.5	-3	-0.3	-0.6	i	-203	1.1	1.3	-159	-92	0.6
CC1(C(=O)NS(=O)(=O)C2CC2)CCN(C(=O)c2ccc3c(c2)OCO3)C1 (centres undefined)	-0.9	-4	.	-1.0	-2	-1	0.1	-0.8	-1	0	0.6
CCN1C(=O)CC(C(=O)OC)=C1C	2.6	3	2.2	-0.8	2	-3	0.1	-0.2	-1	0	0.2
COc1ccccc1NNC(=O)C(O)(c1ccccc1OC)c1ccccc1OC	1.4	-3	0.5	-1.3	-6	-1	-0.4	1.5	3	3	1.8
CCOC(=O)C(C(C)=O)C(c1ccc(OC)cc1)C(C(C)=O)C(=O)OCC (centres undefined)	1.5	3	1.2	-1.0	2	-2	1.2	-0.1	2	4	-0.8
CCn1cc(C(=O)NCCCN2CCCCCC2)c(=O)c2cc(S(=O)(=O)N3CCc4ccccc4C3)ccc21	2.4	-8	3.5	-0.8	9	-1	0.5	1.3	-8	3	1.5
CC1CCCC(NC(=O)COC(=O)c2cccc(NS(=O)(=O)/C=C/c3ccccc3)c2)C1C (centres undefined)	-0.7	-15	0.2	-0.8	-5	1	0.3	-1.4	2	0	0.3
O=C(NCCCN=C1NS(=O)(=O)c2ccccc21)c1ccc(Cl)cc1	-1.9	6	-0.9	-1.2	-5	-3	-0.4	-2.5	-6	0	0.5
COc1ccc(NC(=O)Cc2ccc(Cl)c(Cl)c2)cn1	-2.1	-3	1.2	-1.6	-6	-4	0.3	-0.2	-6	0	-0.6
O=C(NCC1CCCO1)c1ccc(COc2ccc(Cl)cc2)cc1 (centres undefined)	-3.0	-7	-0.8	-1.6	-3	-3	-0.9	0.5	0	2	1.4
CN(C)C(CNC(=S)Nc1cccc(Cl)c1)c1cccnc1 (centres undefined)	0.4	-2	-0.5	-1.4	-3	-1	-0.1	-1.4	4	1	1.9
CN(C)S(=O)(=O)n1cc(/C=C(\NC(=O)c2ccccc2)C(=O)N2CCCC2)c2ccccc21	-2.4	-3	-0.4	-0.3	6	0	0.0	0.2	-10	0	3.0
Fc1ccc2nc(-c3ccc(CN4CCC5(CC4)CNc4ccccc45)cc3)c(-c3ccccc3)nc2c1	4.1	20*	.	-0.1	-51	-10	-0.4	0.8	-19	-12	.
CC1C(=O)C(C)C(c2cccc(Br)c2)NC1c1cccc(Br)c1 (centres undefined)	-1.1	7	2.4	-0.7	0	-8	0.3	-1.1	-8	-4	4.4
O=C(CC(Cc1ccccc1)C(=O)O)Nc1cccc(C(F)(F)F)c1 (centres undefined)	-0.9	-5	-0.9	-0.8	-5	-6	0.2	-1.2	-7	-2	2.4
Cc1cccc(OCC(=O)N(C)c2c(N)n(Cc3ccccc3)c(=O)[nH]c2=O)c1C	3.6	5	0.7	-0.1	-4	-5	-0.5	1.4	-7	2	-0.7
CN(Cc1ccccn1)Cc1nc(COc2ccccc2)no1	1.8	3	-0.2	-0.9	1	0	0.2	1.6	-6	6	0.5
O=C(NCc1nc2ccccc2[nH]1)C1=C[C@H](c2coc3ccccc3c2=O)C[C@H](OCc2ccc(CO)cc2)O1	-4.2	-25	-1.2	-0.7	24*	5	-0.3	1.1	-6	1	-2.8
O=C(CSc1nc(-c2ccccc2)nn1C(=O)c1ccccc1)Nc1cccc([N+](=O)[O-])c1	-0.5	-25	-0.2	-0.9	3	2	-1.0	-0.5	2	-3	0.0
O=C(C1CCCCC1)N(Cc1ccccc1)c1ccccn1	-1.1	5	2.3	-1.0	-4	-2	-0.9	0.1	3	4	0.8
Cc1cc(C(=O)OCC(=O)c2cccs2)ccc1[N+](=O)[O-]	-0.6	-15	0.1	-1.2	-6	-3	-1.9	1.1	-7	1	0.1
CCc1ccccc1NC(=O)c1cc2ncc(Br)cn2n1	1.4	0	1.7	-1.1	-2	-3	-0.9	-0.7	0	0	2.8
CCCn1cnc2c(=S)nc(N)[nH]c21	-2.0	4	0.2	-0.6	-13	-3	0.2	0.7	8	4	-0.1
COc1ccc(CCNC/C=C/c2ccccc2)cc1	0.1	-7	1.4	-1.6	0	2	0.1	1.5	-5	3	1.0
COC(=O)C1CCN(CC(=O)N(C)c2c(N)n(Cc3ccccc3)c(=O)[nH]c2=O)CC1	0.2	-6	0.2	-2.0	-5	-1	-0.4	-2.3	-1	0	0.0
Cc1cccc(NC(=O)c2cc(NC(=O)C3CCCCC3C(=O)O)ccc2Cl)n1 (centres undefined)	1.1	-3	0.4	-0.9	1	-2	-0.3	0.4	-4	1	-1.2
CC1(C)c2[nH]c3ccccc3c2C[C@@H]2C(=O)N(c3cc(F)ccc3F)C(=O)N21	-0.6	-3	-2.0	-1.6	-2	2	-1.1	-3.6	-3	7	-2.5
O=C(NC1CCCCC1)c1n[nH]c2c1CC(c1ccccc1)CC2 (centres undefined)	3.2	-3	3.6	-0.3	9	0	2.2	1.2	2	-1	3.5
CCOC(=O)N1CCC(NC(=O)Cn2nc(-c3ccccc3)ccc2=O)CC1	2.2	-3	-1.1	-1.4	-13	-5	0.5	-3.4	4	1	0.9
Cc1cc2oc(=O)cc(CN3CCN(S(=O)(=O)c4cccs4)CC3)c2cc1C	-0.5	-1	0.3	-1.2	-12	-1	-0.1	0.2	0	3	0.8
O=C(CCCSc1nc(-c2ccco2)cc(C(F)(F)F)n1)Nc1ccc2c(c1)OCO2	1.4	-14	-1.4	-1.4	26*	5	-0.6	-2.6	-4	-1	2.3
Cc1nn2c(Nc3ccc(F)cc3)c3c(nc2c1-c1ccccc1)CCC3	1.7	-5	-0.4	-0.9	-2	0	-0.2	-0.9	2	2	0.2
COc1ccc(NC(=O)C(CC(C)C)NS(=O)(=O)c2ccc3c(c2)CCN3C(C)=O)cc1OC (centres undefined)	0.7	2	-0.9	-1.2	-6	-6	0.6	-0.1	-2	0	-0.9
Cc1ccc(C)c(N2CCN(C(=O)CCc3nc(-c4ccccc4C)no3)CC2)c1	5.0	-2	-0.2	-0.7	14	7	0.7	0.4	-2	1	0.6
CC(C)(C)OC(=O)N1CCCC(C(=O)Nc2ccc(C(=O)NCCc3ccccc3)cc2)C1 (centres undefined)	-0.5	1	-1.3	-0.8	-15	-2	-2.0	-1.1	-1	1	0.9
COc1ccc(/C=N/OCC(=O)N(Cc2ccc(OC)cc2)c2ccccc2C(=O)O)cc1	2.5	-17	-1.1	-0.9	-1	-5	-0.3	-0.8	-3	0	3.6
CN(Cc1cc2ccccc2[nH]c1=O)C(=O)c1cccs1	2.1	0	1.0	-1.1	-27	-5	0.4	-1.2	-1	1	3.2
Cc1nccn1CCC1CCCCN1C(=O)CCc1nnc(-c2ccsc2)o1 (centres undefined)	-0.9	0	0.4	-1.1	1	0	0.1	-1.1	-2	-2	0.7
COc1ccc(CSc2nnc(-c3ccncc3)n2C)cc1F	0.3	0	3.0	-1.2	-1	-1	0.4	-2.5	-5	1	-0.2
CN(Cc1ccccc1)c1oc(COc2ccccc2F)nc1C#N	-0.7	-9	2.8	-0.6	-1	3	0.3	-1.2	-4	-2	1.5
COc1ccc(NC(=O)CCCCC(=O)Nc2ccc(OC)cc2)cc1	2.2	10	0.5	-1.6	2	-5	0.1	-0.4	-7	0	1.7
Cc1nn(Cc2ccccc2)c(Cl)c1C(=O)NCCc1ccccc1	11*	-1	1.1	0.7	3	0	3.8*	2.4	1	1	5.3
COc1ccc(C(=O)/C=C/C(=O)N(Cc2ccccc2OC)C(C(=O)NC2CCCCC2)c2ccncc2)c(O)c1 (centres undefined)	-4.0	-28	-1.3	-1.5	5	-1	0.6	0.3	-5	-3	1.1
Cc1ccc(C(=O)NCC(=O)N2CCN(c3ccccc3O)CC2)s1	-0.2	-9	1.3	-0.7	6	0	-1.0	2.3	0	-1	3.2
O=C(CSc1ccc2nnc(-c3cccnc3)n2n1)Nc1ccc(F)cc1F	3.6	2	1.2	0.0	-8	-2	0.9	-0.8	-9	-2	-0.9
Cc1ccccc1Nc1nc(N)nc(CSc2nnc(C)n2C)n1	0.0	11	1.3	-1.5	4	4	0.2	-0.7	1	2	-0.2
O=C(Nc1cccnc1)C1CCN(S(=O)(=O)c2cccs2)CC1	-1.3	-3	1.0	-0.9	-3	-3	-0.3	-0.2	-4	3	0.5
Nc1nonc1C(=O)NCCNC(=O)c1cccs1	-1.0	-2	0.5	-1.2	-11	-2	0.2	-1.7	4	2	1.7
COc1cc(C(C)=O)ccc1OCC(O)CN1CCN(c2cc(C)cc(C)c2)CC1 (centres undefined)	-4.6	-6	0.0	-1.7	0	2	0.0	-1.0	-2	1	-0.2
Cc1cc(Cl)c2oc(C(=O)N3CCC(O)(c4ccccc4)CC3)c(C)c2c1	-4.4	-12	1.9	-1.2	19	8	-0.3	-1.7	-5	2	1.2
CN(C)/C=C(\C#N)S(=O)(=O)C(C)(C)C	0.1	4	-0.8	-1.4	-14	-5	-0.1	2.0	-2	1	1.7
CC(=O)NCc1ccc(S(=O)(=O)NC(C(=O)O)C(C)C)cc1 (centres undefined)	-0.3	0	0.0	-1.8	-3	-3	0.4	-1.0	-5	2	-0.8
O=C(O)c1cccc2c(-c3ccccc3)c(-c3ccccc3)[nH]c12	-2.6	-37	-0.9	-0.8	6	-3	-0.2	0.1	-52	-32	1.4
